Compound activity as filed in PubChem.
HRas wt GTP bind: modulators of GTP binding to HRas wildtype, primary screen, biochemical, bead-based flow cytometry, multiplex. GST-Ras wt beads, Bodipy-FL-GTP binding; actives lie on both sides. GTP binding activity, % at 10 µM. 190,000 tested, 0.14% active. AID 759, 2007;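 active = GTP binding activity at least 20% away from the 100% baseline, either lowered as inhibitor or raised as activator; inconclusive = flagged as likely green fluorescent, judged across all proteins in the well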;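 note: 0% = unlabeled GTP competition control and 100% = no-compound control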
Target sequence (P01112 whole entry, looked up): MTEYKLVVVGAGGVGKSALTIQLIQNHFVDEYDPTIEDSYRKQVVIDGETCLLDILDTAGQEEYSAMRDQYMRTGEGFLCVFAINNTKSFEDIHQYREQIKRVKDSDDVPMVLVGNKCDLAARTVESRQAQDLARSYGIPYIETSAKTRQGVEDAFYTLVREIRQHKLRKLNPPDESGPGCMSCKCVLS
Cdc42 wt GTP: modulators of GTP binding to wildtype Cdc42, primary screen, biochemical, multiplex bead flow cytometry, Bodipy-GTP | Cell division control protein 42 homolog (Homo sapiens), P60953 | GST-Cdc42 beads; actives lie on both sides | percent activity (GTP binding), % at 10 µM | 190,000 tested, 0.2% active | AID 761, 2007;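 active = percent activity GTP binding at least 20 points away from the 100% baseline, either down as inhibitor or up as activator; inconclusive = compound flagged as likely green fluorescent from well-wide comparison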;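 note: median bead fluorescence of bound Bodipy-FL-GTP at 100 nM; 0% = excess unlabeled GTP control and 100% = no compound control; below 100% means less GTP binding so inhibitor and above means activator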
Target sequence (P60953 whole entry, looked up): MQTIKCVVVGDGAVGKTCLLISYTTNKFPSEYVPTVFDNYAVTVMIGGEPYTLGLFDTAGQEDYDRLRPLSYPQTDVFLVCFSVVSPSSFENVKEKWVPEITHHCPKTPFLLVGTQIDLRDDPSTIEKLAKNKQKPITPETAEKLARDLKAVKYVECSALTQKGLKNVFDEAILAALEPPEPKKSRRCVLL
GSH fluor: compound fluorescence on glutathione beads, profiling panel, artefact control, biophysical, 488/530 nm, flow cytometry. 190,000 tested, 0.25% active. fluorescence (KMESF) at 10 µM. GSH beads flow cytometry, compound fluorescence 488/530 nm; stronger effect = higher value. AID 1776, 2009; in the data active = fluorescence above about 89;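 note: glutathione beads carrying GST-tagged Bcl family fusion proteins plus one bare bead set; values are compound well signal with DMSO vehicle wells as background; inactives centre near 16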
Pf gametocyte: late stage P. falciparum gametocyte viability inhibitors, primary screen, ATP luminescence, HTS. inhibition, % at 10.9 µM. P. falciparum stage V gametocytes, 24 h. 150,000 tested, 0.065% active. AID 743093, 2013;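 active = inhibition above the mean plus 3 SD of compounds within the control limits, set per campaign, cut at about 38% in these data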;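 note: 0% = DMSO wells and 100% = medium only without gametocytes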
Mcl1 Bid PPI: Mcl-1/Bid binding inhibitors, primary screen, biochemical, TR-FRET, 1536-well. Induced myeloid leukemia cell differentiation protein Mcl-1 (Homo sapiens), Q07820. TR-FRET Mcl-1/Bid-Dy647 peptide binding. inhibition, % at 21.7 µM. 220,000 tested, 0.97% active;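 active = compounds that cut the binding signal by more than half at the single screening dose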;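 note: His-tagged Mcl-1 with europium anti-His antibody binding Bid BH3 peptide; 0% = Mcl-1 plus peptide wells and 100% = peptide-only wells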
Target sequence (Q07820 whole entry, looked up): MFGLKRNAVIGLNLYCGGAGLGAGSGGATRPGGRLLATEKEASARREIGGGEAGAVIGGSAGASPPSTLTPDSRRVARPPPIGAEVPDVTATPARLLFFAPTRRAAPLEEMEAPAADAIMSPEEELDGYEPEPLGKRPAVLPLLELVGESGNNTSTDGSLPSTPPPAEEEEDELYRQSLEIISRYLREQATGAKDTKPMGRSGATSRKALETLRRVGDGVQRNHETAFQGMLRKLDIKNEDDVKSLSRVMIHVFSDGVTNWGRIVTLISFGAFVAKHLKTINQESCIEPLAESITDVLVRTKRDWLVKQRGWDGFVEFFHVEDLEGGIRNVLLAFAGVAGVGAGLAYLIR
Rac1 mut GTP: GTP binding modulators of activated mutant Rac1, primary screen, biochemical, bead-based flow cytometry, multiplex, fluorescent GTP. 190,000 tested, 0.11% active. percent activity (GTP binding), % at 10 µM. Ras-related C3 botulinum toxin substrate 1 (Homo sapiens), P63000. GST-Rac1 activated beads; actives lie on both sides; 100% means binding = to untreated wells;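 active = GTP binding at least 20 percentage points away from the 100% baseline, in either direction, so actives lie on both sides; inconclusive = Compound likely fluorescent itself, or too few beads counted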
Rab7 wt modul: modulators of GTP binding to Rab7, primary screen, biochemical, wildtype, multiplex bead flow cytometry; GTP binding activity (percent of control), % at 10 µM; Rab7 GTPase wild type (dog), Bodipy-FL-GTP binding; 190,000 tested, 0.055% active; GST-Rab7 beads, fluorescent GTP binding; actives lie on both sides; untreated = 100%, excess cold GTP = 0%;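 active = fluorescent GTP binding to Rab7 beads changed by at least 20 points from the 100% baseline, either direction, mostly lower; inconclusive = compound itself probably fluorescent, or too few beads counted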;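 note: median green fluorescence of bound Bodipy-FL-GTP per Rab7 bead population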
Mcl1 Noxa PPI: Mcl-1/Noxa binding inhibitors, primary screen, biochemical, TR-FRET, 1536-well. Induced myeloid leukemia cell differentiation protein Mcl-1 (Homo sapiens), Q07820. TR-FRET Mcl-1/Noxa peptide binding, 2 h. inhibition, % at 21.7 µM. 220,000 tested, 1.5% active. AID 1022, 2008;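 active = compounds that cut the protein-peptide binding signal by more than 50% relative to plate controls in a single-dose test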;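 note: His-tagged Mcl-1 with rhodamine Noxa BH3 peptide and terbium anti-His antibody; 0% = Mcl-1 plus Noxa peptide wells and 100% = peptide-only wells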
Rac1 wt modul: wildtype Rac1 GTP binding modulators, primary screen, biochemical, GST-Rac1 beads, flow cytometry, multiplex | fluorescent GTP binding; actives lie on both sides; 0 = cold GTP competed, 100 = untreated | 190,000 tested, 0.27% active | GTP binding activity (% of control), % at 10 µM;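 active = GTP binding activity at least 20 points away from the 100% control level, either lower or higher; inconclusive = compound flagged as likely green fluorescent, judged across all proteins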
Avidin fluor: green autofluorescence of compounds with avidin beads – biophysical, 488/530 nm, flow cytometry, artefact control, profiling panel | compound fluorescence 488/530 nm; stronger effect = higher value | fluorescence (KMESF) at 10 µM | 220,000 tested, 0.38% active; in the data active = fluorescence above about 47; note: inactives centre near 10
Rab2A wt mod: modulators of GTP binding to Rab2A wildtype, primary screen, biochemical, dog, bead-based flow cytometry, multiplex; Ras-related protein Rab-2A (Canis lupus familiaris), P61105; GST-Rab2 wt beads, Bodipy-GTP binding; GTP binding activity, % at 10 µM; 190,000 tested, 0.19% active;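 active = GTP binding activity at least 20 points away from 100%, either lowered or raised; inconclusive = signal likely due to the compound's own green fluorescence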;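 note: 0% = beads with excess unlabeled GTP and 100% = no-compound control corrected for plate trend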
The depositor's hits bear a star; u = inconclusive; x = not tested or not shown. Hits appear at their usual frequency; 3% or so of the library scored in one or more.

structure	HRas wt GTP bind	Cdc42 wt GTP	GSH fluor	Pf gametocyte	Mcl1 Bid PPI	Rac1 mut GTP	Rab7 wt modul	Mcl1 Noxa PPI	Rac1 wt modul	Avidin fluor	Rab2A wt mod
CCOC(=O)/C(C(=O)Nc1ccc(Cl)cc1Cl)=C1/NC(C)(C)Cc2ccccc21	99	100	12	x	-28	101	96	6	103	17	98
Cc1cc(C)n(C(=O)c2ccc(C)c(S(=O)(=O)N3CCCC3)c2)n1	104	106	31	x	-23	103	101	20	108	14	103
COC(=O)CSc1nnc(CCc2nc3ccccc3[nH]2)n1C	100	102	22	35	-7	99	101	8	108	29	100
CCOc1ccc(-c2[nH]ncc2-c2csc(C)n2)c(O)c1	98	97	15	-6	-4	98	98	6	98	20	98
Cc1nc2c(-c3ccc(F)cc3)c(C)nn2c(C)c1CCC(=O)N1CCC(Cc2ccccc2)CC1	99	99	24	x	-2	96	99	23	97	8	98
Cc1ccc(S(=O)(=O)N2CCN(CC(=O)N/N=C\c3cccnc3)CC2)cc1	98	99	20	x	-10	100	97	15	100	6	99
Cc1ccc(S(=O)(=O)N2CCN(C(=O)CN3CCCCC3)C2C(C)C)cc1 (centres undefined)	93	98	35	x	-8	91	93	-1	92	9	91
COc1ccc(C2Nc3ccccc3C(=O)N2NC(=O)c2ccccc2)cc1OC (centres undefined)	100	97	12	x	-31	96	105	5	99	6	101
COc1ccc(/C=N/NS(=O)(=O)c2ccccc2)cc1OS(=O)(=O)c1ccccc1	98	100	30	4	5	99	99	0	103	4	99
COc1ccc(NC(=O)C2CCN(S(C)(=O)=O)CC2)cc1	108	107	13	-2	-32	104	106	-19	109	7	105
O=C(/C=C/c1c(Cl)cccc1Cl)Nc1ccncc1	103	105	58	-15	20	101	105	11	107	11	102
Clc1ccc(COc2ccccc2CNCc2cccnc2)cc1	100	99	15	-16	18	97	98	34	99	4	98
Cc1ccccc1S(=O)(=O)Cc1ccc(C(=O)NCc2cccs2)o1	101	104	19	5	-9	100	103	9	104	5	103
Cc1sc2nc(CSc3nnc(Cc4cccs4)n3C3CCCCC3)[nH]c(=O)c2c1C	99	101	22	-24	-12	96	94	31	97	13	101
C=CCn1c(SCC(=O)N2CCOCC2)nc(O)c(Cc2ccccc2)c1=O	101	101	25	x	-85	98	99	8	101	5	97
Cc1ccc(SCc2ccc(C(=O)N3CCCCC3)cc2)cc1	98	97	13	-5	-2	98	100	-4	105	22	99
CC(=O)Nc1ccc(-c2cc(NC(C)=O)n(-c3ccccc3)n2)cc1	98	99	29	-7	-4	98	99	8	101	7	100
Cc1ccc(OC(C)C(=O)N2CCCc3ccccc32)cc1 (centres undefined)	101	95	43	x	-25	97	98	13	101	13	98
CN=C(Nc1cccc(Cl)c1)SC1CC(=O)N(c2ccc(OC)cc2)C1=O (centres undefined)	94	94	11	16	12	98	92	4	97	12	95
COc1ccc(C2N=C(N)N=C(N)N2c2ccccc2OC)cc1OC (centres undefined)	99	100	25	x	-12	98	99	8	101	14	99
COc1ccc(S(=O)(=O)CCC(=O)NCCc2ccc(C)cc2)cc1	u	u	25	1	-1	u	u	9	u	20	u
CC(=O)c1cccc(NC(=O)C2CCN(S(=O)(=O)c3ccccc3)CC2)c1	103	101	12	14	-21	97	105	2	98	18	104
CNCCOc1ccc(Cl)c(Cl)c1	99	100	10	-7	16	99	98	35	100	9	98
CCOC(=O)NC(NCc1ccccc1)(C(F)(F)F)C(F)(F)F	102	101	16	-9	-51	99	103	3	103	17	104
O=C(CNC(=O)c1ccccc1F)OCC(=O)N1CCCc2ccccc21	97	98	12	-7	-18	99	96	4	98	11	99
O=C(NC(=O)c1ccc(Cl)cc1)OC1CCCCC1	102	99	9	-31	-13	100	99	-1	105	5	101
O=C(Cc1nc2ccccc2[nH]1)N/N=C/c1ccccc1	97	103	15	-27	-16	98	95	5	103	20	94
CC[C@@H](C)[C@@H](C(=O)N1CCN(C(=O)OC(C)(C)C)CC1)n1cc(CCCCNC(=O)OC(C)(C)C)nn1	97	98	22	x	-1	96	98	-9	98	5	98
CC(=O)Nc1ccc2nc(CN3CCN(CC=C(C)C)C(CCO)C3)ccc2c1 (centres undefined)	99	97	8	-11	-24	96	99	23	99	4	97
COc1ccc(C(=O)NCCc2ccc(S(N)(=O)=O)cc2)cc1OC	102	104	30	-27	-4	99	99	-17	105	15	100
CCCN1C(=O)/C(=C/c2ccc3c(c2)OCO3)NC1=S	95	92	21	x	-15	96	96	13	101	5	96
CC1=NC(C)(C)Cc2c(C)cccc21	99	101	24	-1	-5	97	96	4	100	7	96
CCOC(=O)/C(=N\Nc1ccc(Br)cc1)N1CCN(c2ccccc2OC)CC1	99	93	14	6	-32	95	102	17	99	8	99
CCOC(=O)c1c(NC(=O)CSc2nnnn2CC)sc(C)c1C	105	102	42	7	-50	98	103	8	108	12	100
O=C(NC(=S)N1CCN(c2nc(-c3ccccc3)cs2)CC1)c1cncc(Br)c1	95	95	17	3	-112	93	94	-59	96	10	92
Cc1ccc2c(c1)N(CCC(=O)NCc1ccc3c(c1)OCO3)C(=O)CO2	97	99	36	-27	-11	99	97	8	100	12	98
COc1ccccc1-c1nc2cc3ccccc3cc2nc1-c1ccccc1	96	95	15	1	-5	99	98	0	103	3	93
Clc1ccc(-c2nc3cnccn3c2NC2CCCC2)cc1	104	103	14	x	-79	98	100	3	104	18	101
O=C(O)C1CSC2(c3ccc(F)cc3)CCC(=O)N12 (centres undefined)	92	96	11	-21	-11	94	89	-4	94	19	94
COc1ccc2[nH]c(=O)c(CN(C)C(=O)COc3ccccc3)cc2c1	94	95	15	-11	14	92	95	-1	93	8	92
COc1cc(OC)c(OC)cc1/C=C/c1cc(C(=O)O)c2ccccc2n1	97	95	9	5	-37	93	102	20	97	10	96
Cc1noc(C)c1C(=O)NCCC1=CCCCC1	98	100	10	11	-24	97	100	-12	101	17	98
CCC(c1nnc(SCC(=O)Nc2cc(Cl)ccc2C#N)n1C1CCCCC1)N(C)C (centres undefined)	103	100	10	10	-43	101	101	-16	105	11	99
C[C@@H](Nc1nc(-c2ccccc2)nc2c1oc1ccccc12)C(=O)O	98	97	11	0	0	96	96	3	97	16	95
COC(=O)c1sccc1NC(=O)COc1ccccc1Cl	97	98	13	x	-41	96	96	-14	99	14	97
CCOC(=O)c1[nH]c(C)c(C(=O)Nc2ccc(C)c(Cl)c2)c1C	101	103	25	x	-5	99	102	-1	104	62*	102
CCCc1cc(-c2[nH]ncc2-c2ccc(C(=O)OCC)o2)c(O)cc1O	98	95	13	x	2	96	99	23	95	40	95
C(=N\Nc1nc2ccccc2[nH]1)/c1ccccc1	98	97	14	-25	-78	97	94	14	99	12	96
CSc1nc2ccccc2n1Cc1cccc([N+](=O)[O-])c1	99	102	9	x	5	99	102	-2	103	18	100
COc1ccc(S(=O)(=O)Nc2ccc3c(c2)n(C)c(=O)n3C)cc1	96	97	13	0	-27	96	96	11	95	9	95
Cc1ccc(NC(=O)CSc2nnnn2C)cc1S(=O)(=O)N(C)C	100	98	7	-6	-25	98	101	13	99	23	97
CC1CN(c2c3c(nc4ncnn24)CCCC3)CC(C)O1 (centres undefined)	104	107	33	x	-13	104	102	-10	105	17	102
CCOCCCNc1ncc2c(n1)CC(c1ccc(C)cc1)CC2=O (centres undefined)	103	107	11	x	8	99	102	-13	107	23	100
CCOc1ccc2[nH]c(C)c(CN3CCN(CC)CC3)c(=O)c2c1	95	95	40	2	-23	95	94	-2	95	3	96
Nc1nc2n(n1)C(c1ccco1)CC(c1ccccc1)N2 (centres undefined)	101	99	36	22	-22	100	102	-31	106	4	101

Grouped by structure: the entries above containing an aryl thioether with sulfur outside any ring (8)
structure	HRas wt GTP bind	Cdc42 wt GTP	GSH fluor	Pf gametocyte	Mcl1 Bid PPI	Rac1 mut GTP	Rab7 wt modul	Mcl1 Noxa PPI	Rac1 wt modul	Avidin fluor	Rab2A wt mod
COC(=O)CSc1nnc(CCc2nc3ccccc3[nH]2)n1C	100	102	22	35	-7	99	101	8	108	29	100
Cc1sc2nc(CSc3nnc(Cc4cccs4)n3C3CCCCC3)[nH]c(=O)c2c1C	99	101	22	-24	-12	96	94	31	97	13	101
C=CCn1c(SCC(=O)N2CCOCC2)nc(O)c(Cc2ccccc2)c1=O	101	101	25	x	-85	98	99	8	101	5	97
Cc1ccc(SCc2ccc(C(=O)N3CCCCC3)cc2)cc1	98	97	13	-5	-2	98	100	-4	105	22	99
CCOC(=O)c1c(NC(=O)CSc2nnnn2CC)sc(C)c1C	105	102	42	7	-50	98	103	8	108	12	100
CCC(c1nnc(SCC(=O)Nc2cc(Cl)ccc2C#N)n1C1CCCCC1)N(C)C (centres undefined)	103	100	10	10	-43	101	101	-16	105	11	99
CSc1nc2ccccc2n1Cc1cccc([N+](=O)[O-])c1	99	102	9	x	5	99	102	-2	103	18	100
Cc1ccc(NC(=O)CSc2nnnn2C)cc1S(=O)(=O)N(C)C	100	98	7	-6	-25	98	101	13	99	23	97
